Screening results deposited in PubChem BioAssay by National Center for Advancing Translational Sciences (NCATS).
USP2a inh = qHTS Assay for Inhibitors of Ubiquitin-specific Protease USP2a Using CHOP2 as the Reporter; Ubiquitin carboxyl-terminal hydrolase 2 (Homo sapiens), O75604; USP2 core, Ub-CHOP2 coupled fluorogenic reporter, 485/531; Potency, µM (highest dose often 38.3 µM), inactives show top-dose activity change, negative = inhibition, most hits filed as inhibitors; actives 0.01% (n = 330,000); AID 463254, 2010;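 further: potency means the concentration at half of the fitted maximal effect; plate controls were DMSO wells for no effect and full inhibition by NEM control for full effect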
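Cell-free coupled assay: 10nM USP2 core preincubated 30min RT with compound in Tris-HCl pH 8.0/CaCl2/CHAPS buffer, then 25nM Ub-CHOP2 and 25nM reporter substrate; fluorescence (Ex 485/Em 531) read after 60min RT, normalized to NEM inhibition, concentration-response curves fitted.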
TSHR antag = Antagonists of the Thyroid Stimulating Hormone Receptor: HTS campaign; Thyrotropin receptor (Homo sapiens), P16473; TSHR-expressing cells, TSH-stimulated cAMP HTRF, 2 h; hits give low values; activity change, negative = inhibition, % at 11.5 µM; actives 0.2% (n = 330,000);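 active means activity change below a set negative limit, meaning inhibition stronger than a set level, cut at about -70% in these data; inconclusive means activity change between two set negative limits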; further: on the % scale 0 is the no-effect control and ±100 the full control effect
Target sequence (P16473 whole entry, looked up): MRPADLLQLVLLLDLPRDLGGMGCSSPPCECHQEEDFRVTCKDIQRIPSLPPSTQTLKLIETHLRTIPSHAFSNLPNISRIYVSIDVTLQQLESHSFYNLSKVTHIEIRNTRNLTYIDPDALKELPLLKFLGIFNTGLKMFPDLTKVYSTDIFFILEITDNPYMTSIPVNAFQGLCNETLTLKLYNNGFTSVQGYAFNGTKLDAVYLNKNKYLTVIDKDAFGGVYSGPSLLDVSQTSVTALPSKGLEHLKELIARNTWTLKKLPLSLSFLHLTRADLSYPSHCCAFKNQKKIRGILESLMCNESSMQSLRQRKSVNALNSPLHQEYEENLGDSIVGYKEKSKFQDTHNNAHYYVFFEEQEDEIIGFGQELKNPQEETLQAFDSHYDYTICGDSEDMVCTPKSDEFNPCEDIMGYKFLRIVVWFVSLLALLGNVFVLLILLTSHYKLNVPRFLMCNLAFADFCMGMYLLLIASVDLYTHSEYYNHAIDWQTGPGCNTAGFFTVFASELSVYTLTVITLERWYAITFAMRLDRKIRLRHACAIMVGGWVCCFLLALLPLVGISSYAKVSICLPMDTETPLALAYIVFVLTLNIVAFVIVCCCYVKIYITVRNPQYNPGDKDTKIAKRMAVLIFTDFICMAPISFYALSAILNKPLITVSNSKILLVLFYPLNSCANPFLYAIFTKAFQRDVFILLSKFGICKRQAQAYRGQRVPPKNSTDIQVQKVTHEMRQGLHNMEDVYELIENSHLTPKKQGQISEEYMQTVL
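Inhibition of cAMP made by TSHR-expressing cells under TSH stimulation (4nM final, EC80; 2 h, 37 deg C) is quantified with a one-step lysis HTRF kit, anti-cAMP cryptate versus cAMP-d2.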
S-ASM inh = Inhibitors of Secretory Acid Sphingomyelinase (S-ASM): qHTS; Sphingomyelin phosphodiesterase (Homo sapiens), P17405; placental ASM, HMU-PC fluorogenic substrate, 60 min; Potency, µM (top dose mostly 57.5 µM), without a hit: at the highest dose activity change, negative = inhibition, actives largely listed as inhibitors; actives 0.006% (n = 340,000); AID 504937, 2011; further: potency means the concentration at half of the fitted maximal effect
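Human placenta-derived ASM enzyme was preincubated with compound for 10 minutes at room temperature, then given fluorogenic substrate HMU-PC0 (9 uM final) for 60 minutes at 37 °C; a pH 10 stop preceded fluorescence reading at Ex 386/Em 447 nm.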
MBNL1 CUG block = qHTS Assay for Inhibitors of MBNL1-poly(CUG) RNA binding; Muscleblind-like protein 1 (Homo sapiens), Q9NR56; TR-FRET MBNL1-His/biotin-(CUG)12 binding, 665/545 ratio; Potency, µM (doses to about 57.5 µM), for the others: top-dose activity change, negative = inhibition, actives largely listed as inhibitors; actives 0.036% (n = 280,000); active means well fitted inhibition curve with a large enough effect in the signal ratio, with a control signal flat, not every such curve was filed as active; inconclusive means small, poorly fitted or top-dose-only effect, or effect the other way, or a change in a side signal; inactive means no such curve, though single readings can be large or run the other way; the % refers to the signal ratio; further: potency means the concentration at half of the fitted maximal effect; on the % scale 0 is the no-effect control and ±100 the full control effect
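TR-FRET readout: Ex 340 nm, 665/545 nm emission ratio, normalized to buffer-only (basal) and MBNL1-(CUG)12 controls. Complex of MBNL1-His with Biotin-(CUG)12, compounds 92 nM–58 uM, incubated 60 min at room temperature.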
BCR signal inh = qHTS Assay to Find Inhibitors of Chronic Active B-Cell Receptor Signaling | ABC-DLBCL IkBa-CBG/CBR reporter, luminescence ratio, 4 h | Potency, µM (doses to about 46.1 µM), inactives show at the highest dose ratio change, negative = lower green/red ratio, most hits filed as inhibitors | actives 0.05% (n = 340,000) | AID 493014, 2011; active means well fitted inhibition curve with a large enough effect in the signal ratio, with a control signal flat, not every such curve was filed as active; inconclusive means small, poorly fitted or top-dose-only effect, or effect the other way, or a change in a side signal; the % refers to the signal ratio;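 further: potency means the concentration at half of the fitted maximal effect; plate controls were basal doxycycline-induced cells for no effect and cells given 10 µM MG132 for full effect; MG132 reads +100%, hits lower the ratio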
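Cell line TMD8 (human ABC DLBCL), stably expressing tet-inducible CBG68-IkBa fusion and CBR; IMDM/0.5% FBS; cpd up to 46 uM; dox induction, 4 h, 37C/5% CO2; dual luminescence; green/red ratio; MG132 control.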
KCNH2 WT inh = qHTS for Inhibitors of KCHN2 3.1: Wildtype qHTS; U2OS, BacMam KCNH2, thallium flux FluxOr; hits give low values; activity change, % at 1.84 µM; actives 0.37% (n = 340,000);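 active means maximum activity change below -70%; inconclusive means maximum activity change between -70% and -50%; inactive means maximum activity change above -50%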; further: on the % scale 0 is the no-effect control and ±100 the full control effect
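U2OS cells transduced with wild-type KCNH2 virus are loaded with FluxOr dye for 45 min, and thallium flux is measured in kinetic reads before and after stimulation buffer. Rate constants are normalized to DMSO controls.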
Eya2 inh = qHTS Assay for Inhibitors of the Phosphatase Activity of Eya2. recombinant Eya2, OMFP fluorescence dephosphorylation (OMFP is methylfluorescein phosphate). Protein phosphatase EYA2 (Homo sapiens), O00167. actives 0.006% (n = 330,000). AID 488837, 2010. Potency, µM (titrated, usually from 76.9 µM), for the others: at the highest dose activity, negative = inhibition, usual class: inhibitors; further: potency means the concentration at half of the fitted maximal effect; on the % scale 0 is the no-effect control and ±100 the full control effect
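Eya2 (0.2 uM) preincubated 10 min at ambient with compound, then OMFP substrate added at 50 uM; 10 min reaction in 50 mM HEPES pH 7.5, 50 mM NaCl, 5 uM MgCl2, 0.05% BSA, 1 mM DTT. Fluorescence read at Ex 485/Em 525 nm.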
Menin-MLL TR inh = qHTS Assay for Inhibitors Targeting the Menin-MLL Interaction in MLL Related Leukemias: Competition With Texas Red Labeled MLL-derived Mutant Peptide; Potency, µM (top dose mostly 61.6 µM), for inactives: at the top dose FP activity change, negative = inhibition, usual class: inhibitors; Menin + Texas Red MLL mutant peptide, fluorescence polarization; actives 0.23% (n = 270,000); active means well fitted inhibition curve with a large enough effect in the polarisation, with a control signal flat, not every such curve was filed as active; inconclusive means small, poorly fitted or top-dose-only effect, or effect the other way, or a change in a side signal; inactive means no such curve, though single readings can be large or run the other way; the % refers to the polarisation; further: potency means the concentration at half of the fitted maximal effect; % of control where 0% means no effect; many of its hits are not listed in these tables
Mito fusion act = qHTS Assay for Small Molecule Inhibitors of Mitochondrial Division or Activators of Mitochondrial Fusion. Potency, µM (series often up to 46.1 µM), for the others: at the top dose growth rescue (activation), most hits filed as activators. S. cerevisiae fusion-defective mutant growth rescue, CellTiterGlo 48 h. actives 0.23% (n = 320,000);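 further: potency means the concentration at half of the fitted maximal effect; % of control where 0% means no effect; nearly all actives have a fitted effect of over 45% in size; temperature-sensitive fusion mutants such as fzo1-1 at 37 °C on non-fermentable ethanol glycerol medium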
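Temperature-sensitive fusion-defective S. cerevisiae (e.g. fzo1-1, mgm1-5) were grown with compound in YPEG medium (3% ethanol, 3% glycerol) for 48 hours at 37C. Growth rescue was measured as viability by CellTiterGlo luminescence after 10 minutes at ambient.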
GALK inh = qHTS Assay for Inhibitors of Human Galactokinase (GALK); P51570; Purified GALK, Kinase-Glo residual ATP luminescence; Potency, µM (highest dose often 57.5 µM), inactives show at the highest dose activity change, negative = inhibition, actives largely listed as inhibitors; actives 0.007% (n = 270,000); further: potency means the concentration at half of the fitted maximal effect; on the % scale 0 is the no-effect control and ±100 the full control effect
Target sequence (P51570 whole entry, looked up): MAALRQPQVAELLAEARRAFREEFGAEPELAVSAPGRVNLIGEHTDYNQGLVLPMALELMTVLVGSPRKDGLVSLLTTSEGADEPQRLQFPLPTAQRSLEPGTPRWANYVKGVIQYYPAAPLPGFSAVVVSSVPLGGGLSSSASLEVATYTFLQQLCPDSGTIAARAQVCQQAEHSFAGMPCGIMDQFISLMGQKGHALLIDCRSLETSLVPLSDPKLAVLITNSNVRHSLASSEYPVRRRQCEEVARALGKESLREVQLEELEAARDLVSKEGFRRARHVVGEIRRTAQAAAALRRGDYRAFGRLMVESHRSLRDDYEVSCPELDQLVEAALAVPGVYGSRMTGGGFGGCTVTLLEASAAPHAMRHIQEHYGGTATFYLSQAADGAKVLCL
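5 nM enzyme, 35 uM ATP, 100 uM galactose, 20 mM HEPES pH8.0, 5 mM MgCl2; 1 h RT; residual ATP by Kinase-Glo Plus luminescence, qHTS format.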
PKM2 activator = qHTS Assay for Activators of Human Muscle isoform 2 Pyruvate Kinase | purified PKM2, Kinase-Glo ATP luminescence, activation; response scale: 0% is enzyme alone, no compound | Potency, µM (series often up to 57.5 µM), without a hit: top-dose activation, actives largely listed as activators | actives 0.34% (n = 260,000) | AID 1631, 2009; further: potency means the concentration at half of the fitted maximal effect; on the % scale 0 is the no-effect control and ±100 the full control effect; nearly all actives have a fitted effect of over 55% in size
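Purified hPK-M2 (>95%) run at intermediate activity with 0.1 mM ADP and 0.5 mM PEP in 50 mM imidazole pH 7.2, KCl, MgCl2; 1 h room temperature. ATP formed read by Kinase-Glo luminescence; normalized to uninhibited and no-enzyme controls.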
* = called active by the depositor; ? = inconclusive; . = not tested or not shown; [ ] = another dose, or the depositor's remark. Unless noted, the call rests on the fitted dose curve; in most records, active means well fitted curve in the direction sought with a large enough effect; inconclusive means small, poorly fitted or top-dose-only effect, or another doubt; inactive means no such curve, though single readings can be large; an effect the other way counts as inactive or inconclusive.

SMILES	USP2a inh	TSHR antag	S-ASM inh	MBNL1 CUG block	BCR signal inh	KCNH2 WT inh	Eya2 inh	Menin-MLL TR inh	Mito fusion act	GALK inh	PKM2 activator
CCC/C(C#CCCN1C(=O)c2ccccc2C1=O)=C1/c2ccccc2C(=O)N1c1ccccc1	2%	-10	-3%	.	?	-8	3%	.	.	.	.
COc1ccccc1CNC(=O)C1CCCN(S(=O)(=O)c2c(C)[nH]c(=O)[nH]c2=O)C1 (stereo not drawn)	-6%	6	0%	2%	12%	0	-13%	-1%	-2%	1%	13%
COc1ccc(N(C(=O)c2ccc(F)cc2)C2=CC3CCC(C2)N3C)cc1 (stereo not drawn)	4%	2	1%	-1%	9%	14	15%	-1%	-1%	2%	0%
CCOCCCN1CC(C(=O)NCc2ccc3c(c2)OCO3)CC1=O (stereo not drawn)	1%	4	3%	0%	21%	18	0%	-5%	-3%	-1%	-1%
C/C(=N\NC(=O)c1cc(C)oc1C)c1ccc2c(c1)OCO2	1%	-5	0%	.	?	-7	-3%	-11%	-7%	0%	-4%
O=C(CN1CCN(S(=O)(=O)c2ccccc2F)CC1)NCC1(N2CCOCC2)CCCCC1	4%	-8	0%	.	4%	-6	-4%	.	-3%	.	.
C=CCS/C(=N\n1cnc2ccccc2c1=O)N(CC)CC	1%	0	-1%	-5%	?	9	23%	2%	-2%	0%	3%
Cc1ccc(C)c(CN2C(=O)COc3ccc(C(=O)c4ccccc4C(=O)O)cc32)c1	-1%	-1	0%	-3%	-2%	4	-13%	17%	4%	8%	5%
CCc1nnc(NC(=O)C2CC(=O)N(CCc3ccc(F)cc3)C2)s1 (stereo not drawn)	2%	-5	0%	-6%	-1%	5	3%	0%	-5%	0%	0%
CC1CCc2nc(NC(=O)Nc3ccc4c(c3)OCO4)sc2C1 (stereo not drawn)	8%	-10	0%	6%	?	-2	-15%	-12%	14%	2%	-17%
CC1=NN(c2ccccc2)C(=O)/C1=C/c1c(O)n(-c2ccc(F)cc2)[nH]c1=O	0%	-9	-5%	.	?	-5	-13%	?	2%	-5%	1%
O=C(COc1ccccc1)N1CCN=C1SCc1ccccc1F	0%	-4	2%	-7%	0%	0	7%	.	2%	.	12%
C=CCOc1nc(-c2ccncc2)nc2ccccc12	-4%	15	-3%	27%	?	0	-7%	-5%	14%	4%	-16%
CCOc1ccc(N2C(=O)CC(Sc3n[nH]c(-c4ccccc4)n3)C2=O)cc1 (stereo not drawn)	1%	-2	-4%	-6%	1%	0	2%	9%	-7%	3%	-2%
Cc1nc(C)c(/C(O)=C\c2nc3ccc([N+](=O)[O-])cc3oc2=O)o1	-2%	0	-5%	?	6%	6	?	.	10%	-1%	-4%
COc1ccc(-c2ccc(-c3nnc(-c4ccncc4)o3)cc2)cc1	0%	-7	.	-1%	?	.	-10%[15.4 µM]	0%	-1%	1%	6%
O=C(Nc1ccc(F)cc1F)N1CCCCCC1	0%	-7	4%	1%	-8%	-8	7%	13%	-3%	0%	-4%
O=C(Nc1cccnc1)Nc1ccc(F)c(Cl)c1	3%	.	-1%	?	?	-3	-5%	?	-6%	0%	-10%
O=S(=O)(Nc1ccc(-n2cccc2)cc1)c1ccc(Cl)cc1Cl	3%	-10	-22%	?	9%	1	9%	?	-29%	1%	7%
COc1ccc(-c2c(-c3cc(OC)cc(OC)c3)n(C)c3ccc(-c4ccc(N(C)C)nc4)cc23)cc1	9%	24	130%	.	0%	-20	23%	.	2%	.	.
Cn1nnnc1SCC(=O)Nc1ccc(Cl)c(S(=O)(=O)N2CCOCC2)c1	4%	1	1%	.	0%	4	8%	.	4%	-1%	-3%
COC(=O)C(CC(=O)c1ccc(Br)cc1)n1ccnc1 (stereo not drawn)	1%	-7	.	4%	?	.	-7%	11%	-13%	-1%	?
CC1CCCC(C)N1C(=O)Cn1cnc2cc([N+](=O)[O-])ccc2c1=O (stereo not drawn)	1%	-9	11%	?	0%	-9	8%	-7%	1%	0%	-1%
O=C(CCC1CCCN(C(=O)C2=CCCC2)C1)N1CCN(c2ccccn2)CC1 (stereo not drawn)	2%	4	0%	?	0%	8	0%	-16%	-1%	1%	-7%
CC(Nc1ccc2c(c1)OCCO2)C(=O)Nc1ccc2c(c1)OCO2 (stereo not drawn)	4%	1	3%	4%	?	5	8%	6%	17%	-1%	3%
Next results follow:
SMILES	USP2a inh	TSHR antag	S-ASM inh	MBNL1 CUG block	BCR signal inh	KCNH2 WT inh	Eya2 inh	Menin-MLL TR inh	Mito fusion act	GALK inh	PKM2 activator
O=C1C2C3c4ccccc4C(c4ccccc43)[C@@H]2C(=O)N1c1ccccn1 (stereo partly drawn)	-4%	-1	5%	.	-2%	0	-13%	.	-17%	2%	1%
CCCNC(=S)NC1CC2CCCC(C1)N2Cc1ccc(F)cc1 (stereo not drawn)	1%	-1	0%	-5%	-1%	50	-3%	-5%	-15%	-2%	1%[11.5 µM]
COc1ccc(CC(=O)OCC(=O)NC(=O)NC2CCCC2)cc1	-2%	-3	1%	.	?	5	-10%	.	1%	.	.
O=C(COC(=O)c1ccc(S(=O)(=O)N2CCCC2)cc1)Nc1cccc(F)c1	1%	-7	5%	.	-2%	5	-10%	.	-4%	.	.
COCc1cc(C)n(CC(=O)N/N=C/c2ccc(-c3ccc(Cl)c(C(=O)O)c3)o2)c(=O)c1C#N	-2%	16	23%	?	?	-4	-5%	-8%	4%	-3%	18%
CC1Oc2ccccc2OC1(O)c1ccc2ccccc2n1 (stereo not drawn)	1%	-9	2%	-8%	11%	0	-14%	23%	4%	0%	1%
CCn1c(SCC(=O)NC2CC2)nnc1-c1csc(C)c1	0%	-6	1%	0%	1%	15	6%	.	0%	5%	-1%
Cc1ccc2[nH]c(=O)c(CN(C)C(=O)c3ccccn3)cc2c1	5%	2	1%	1%	14%	-6	23%	-1%	1%	-1%	1%
Cc1ccc(N2CC(C(=O)Nc3cc(C(F)(F)F)ccc3N3CCCC3)CC2=O)cc1 (stereo not drawn)	-1%	.	-5%	.	10%	15	11%	.	?	.	.
O=C(CCNS(=O)(=O)c1cccc2nsnc12)NCc1ccco1	3%	5	-2%	?	0%	1	-2%	0%	-1%	5%	-12%
S=C(NC1CCCCC1)NC1CC2CCC(C1)N2Cc1ccccc1 (stereo not drawn)	2%	-10	-2%	-2%	-1%	-3	2%	-10%	25%	1%	0%
Cc1nn(C)c(Cl)c1C(=O)NCC(=O)O	-2%	2	-1%	1%	0%	-3	-14%	1%	0%	14%	1%
CCC(CO)Oc1cc(NCc2ccccc2Cl)c2ncn(C(C)C)c2c1 (stereo not drawn)	-1%	-11	-2%	.	-1%	1	-16%	.	8%	.	.
CS(=O)(=O)N1CCC(Oc2ccccc2C(=O)N2CCCCC2CO)CC1 (stereo not drawn)	2%	1	-1%	2%	3%	3	9%	-8%	-1%	5%	-6%
Cc1nn(-c2ccccc2)c2sc(C(=O)N3CCCCC3)cc12	.	.	1%	-7%	.	-5	.	-6%	14%	0%	5%
Cc1ccccc1OCC(=O)Nc1nnc(S(=O)(=O)N2CCCC2)s1	-2%	-18	-4%	3%	?	-3	8%	-16%	3%	.	-5%

A portion of the library. The share of hits here may be higher or lower than overall.
